Compound activity: PubChem BioAssay, several laboratories
N-glyco inh – N-linked glycosylation inhibition | D54 ERlucT glycosylation luciferase reporter, 24 h; percent of 100 nM tunicamycin response | reporter increase, % at 12.5 µM | 360,000 compounds, 0.23% hits | AID 588692;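 active = mean luciferase reporter signal, scaled so untreated is 0 and the glycosylation-blocking control 100, at or above a set limit in every replicate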;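 also: luciferase carries N-glycosylation sites so blocking glycosylation raises the light; 0% = median of neutral control wells and 100% = median of 100 nM tunicamycin wells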
TLR9-MyD88 inh – blocks human TLR9 binding to MyD88; Q9NR96+Q99836; CHO BLA complementation TLR9-MyD88, CCF4 FRET ratio; inhibition, % at 4.98 µM; 340,000 compounds, 0.21% hits;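 active = inhibition above the mean over all tested compounds plus 3 SD, cut at about 21% in these data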;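 also: 0% = DMSO only wells and 100% = clavulanate BLA inhibitor control wells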
aDG glyco act – increases alpha dystroglycan glycosylation. activation, % at 10 µM. 360,000 compounds, 0.22% hits. Pro5-aDG cells, alpha-DG glycosylation AlphaScreen (IIH6); 0% Pro5, 100% B10-LARGE cell signal;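 active = activation of at least 8% versus controls, or a plate z-score of at least 8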;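 also: Pro5 are CHO cells carrying HIG-tagged alpha-DG that lacks glycosylation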
MC4R antag cAMP – human MC4R antagonism in cAMP assay | P32245 | MC4R-expressing cells, MTII-stimulated cAMP, LANCE TR-FRET | inhibition, % at 6.5 µM | 360,000 compounds, 0.48% hits | AID 540295;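 active = inhibition above its plate's cutoff, the mean of tested wells on that plate plus 3 SD, cut at about 29% in these data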;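 also: 0% = Melanotan II alone and 100% = Melanotan II plus saturating MCL0020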
Target sequence (P32245 whole entry, looked up): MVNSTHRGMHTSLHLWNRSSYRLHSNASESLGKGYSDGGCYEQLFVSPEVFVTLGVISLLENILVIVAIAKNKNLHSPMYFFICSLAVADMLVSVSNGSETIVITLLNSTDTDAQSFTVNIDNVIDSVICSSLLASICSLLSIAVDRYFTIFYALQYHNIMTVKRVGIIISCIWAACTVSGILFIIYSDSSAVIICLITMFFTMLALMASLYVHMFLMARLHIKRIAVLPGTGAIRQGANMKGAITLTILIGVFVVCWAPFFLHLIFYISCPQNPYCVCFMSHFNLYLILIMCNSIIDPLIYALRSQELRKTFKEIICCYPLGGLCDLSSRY
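Assay system: U2OS-MC4R stable cell line; Also added: Melanotan II; Technique: Eu-cAMP/anti-cAMP TR-FRET, emission 671 nm; Times: 30-min compound, 1-h challenge, 1-h detection, room temperature.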
Vif inh – inhibitors of HIV Vif | HEK293T cells, Vif self-association by quenched fluorescence, imaging, 24 h | inhibition, % at 7.49 µM | 340,000 compounds, 0.35% hits; in the data active = inhibition above about 50%, passing the limit was not always enough; also: some results filed as inactive read as strong as hits
ABHD5 PLIN5 PPI – inhibitors of human ABHD5-perilipin-5 interaction; Split G. princeps luciferase complementation, luminescence, 4 h; Q00G26+Q8WTS1; AID 602281; inhibition, % at 4 µM; 360,000 compounds, 0.78% hits;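 active = inhibition above the mean inhibition across every tested compound plus 3 SD, cut at about 22% in these data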;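 also: 0% = DMSO only wells and the 100% control is not disclosed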
Exocytosis inh – lytic granule exocytosis inhibition; TALL-104 LAMP-1 surface exposure, flow cytometry; cells stimulated with thapsigargin and PMA; inhibition, % at 10 µM; 360,000 compounds, 0.66% hits; AID 651702;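 active = inhibition above about 55%, limit read from the data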
NOD2 RIPK2 PPI – NOD2-RIPK2 protein interaction inhibition; O43353; CHO BLA complementation NOD2-RIPK2, CCF4 ratio; inhibition, % at 4.98 µM; 360,000 compounds, 0.38% hits; in the data active = inhibition above about 21%;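 also: 0% = vehicle only and 100% = reference blocker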
Target sequence (O43353 whole entry, looked up): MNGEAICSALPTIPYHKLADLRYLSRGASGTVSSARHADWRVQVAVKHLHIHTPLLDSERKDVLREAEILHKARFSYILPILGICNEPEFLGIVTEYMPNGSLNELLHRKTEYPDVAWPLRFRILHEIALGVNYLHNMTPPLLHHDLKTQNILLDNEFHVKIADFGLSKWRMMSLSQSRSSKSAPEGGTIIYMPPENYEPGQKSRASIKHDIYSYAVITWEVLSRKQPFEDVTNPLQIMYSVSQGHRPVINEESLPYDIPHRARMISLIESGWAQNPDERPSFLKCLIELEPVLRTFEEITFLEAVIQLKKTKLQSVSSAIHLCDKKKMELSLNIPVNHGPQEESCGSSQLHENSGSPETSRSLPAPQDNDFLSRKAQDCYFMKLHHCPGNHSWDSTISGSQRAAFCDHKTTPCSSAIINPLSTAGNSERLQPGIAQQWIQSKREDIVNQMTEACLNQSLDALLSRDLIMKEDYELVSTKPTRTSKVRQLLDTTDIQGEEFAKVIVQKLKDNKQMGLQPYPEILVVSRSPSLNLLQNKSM
ABCB6 inh MLPCN – human ABCB6 transporter inhibition. K562-ABCB6 porphyrin accumulation, flow cytometry, 1 h; active compounds read low. Q9NP58. fluorescence ratio to DMSO, % at 10 µM. 360,000 compounds, 0.19% hits;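 active = fluorescence ratio to DMSO below 75%, the collection mean minus 3 SD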;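 also: signal is porphyrin accumulated inside mitochondria; 100% equals median channel fluorescence of DMSO control wells; lower ratio means ABCB6 inhibition with less porphyrin fluorescence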
MC4R ag barr – human MC4R agonism via beta-arrestin; P32245; U2OS MC4R beta-arrestin complementation, luminescence; percent of melanotan II response, DMSO zero; activation, % at 8.9 µM; 360,000 compounds, 0.98% hits;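 active = activation above a per-plate cutoff, the mean activation of sample wells on that plate plus 3 SD, cut at about 8% in these data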
Numbers without * were called inactive; nt = not tested or not shown. Only part of the results is shown; rates above refer to the full screens.

The opening two records, ahead of the listing:
Results follow in this order: N-glyco inh, TLR9-MyD88 inh, aDG glyco act, MC4R antag cAMP, Vif inh, ABHD5 PLIN5 PPI, Exocytosis inh, NOD2 RIPK2 PPI, ABCB6 inh MLPCN, MC4R ag barr
CC(=O)c1n[nH]nc1Nc1nc(C)cc(C)n1
 : 1, 5, -0.2, -2, nt, -8, -2, 0, 105, -0.2
CC1(C(=O)Nc2ccc3c(c2)OCCO3)CCN1C(=O)C/C=C/c1ccccc1 (configuration not stated)
 : 2, nt, 0.1, 2, -5, 6, 0, 3, 95, -0.7

Results (from the top)
Results follow in this order: N-glyco inh, TLR9-MyD88 inh, aDG glyco act, MC4R antag cAMP, Vif inh, ABHD5 PLIN5 PPI, Exocytosis inh, NOD2 RIPK2 PPI, ABCB6 inh MLPCN, MC4R ag barr
CC(=O)c1n[nH]nc1Nc1nc(C)cc(C)n1
 : 1, 5, -0.2, -2, nt, -8, -2, 0, 105, -0.2
CC1(C(=O)Nc2ccc3c(c2)OCCO3)CCN1C(=O)C/C=C/c1ccccc1 (configuration not stated)
 : 2, nt, 0.1, 2, -5, 6, 0, 3, 95, -0.7
CCn1cc(SCC(=O)N2CCOCC2)c2ccccc21
 : -3, 0, -0.2, -1, nt, 3, 1, -13, 91, 1.3
Oc1ccc(Nc2nc(-c3ccccc3F)nc3ccccc23)cc1
 : 0, 9, -0.2, -6, -5, -3, -4, -5, 98, -0.4
CCOC(=O)c1c(C)[nH]c(C)c1S(=O)(=O)NCCc1cccs1
 : 2, -5, -0.4, 6, -7, 4, 46, -8, 101, -2.7
CCCN(CC(=O)Nc1cccc(Br)c1)CC(=O)Nc1ccc(F)c(F)c1F
 : -3, 3, 1.2, 7, -6, 4, 6, 2, 97, -0.8
Cc1cc(NC(=O)CN2C(=O)c3ccccc3C2=O)no1
 : 1, 2, -0.1, 7, -6, 0, 5, -15, 96, -0.4
COc1ccc(CCNC(=O)CSc2nn3c(=O)c(C)nnc3s2)cc1OC
 : 2, -1, -0.2, -2, 2, 0, -17, -11, 94, 1.6
COc1ccccc1N(CC(=O)NCCc1ccccc1)C(=O)CCC(=O)Nc1nccs1
 : -1, 4, 0.1, 1, 9, 4, -9, -9, 96, -0.6
COc1cc(OC)c2c(-c3ccccc3)cc(=O)oc2c1C(CC(=O)N1CCOCC1)c1ccc(N(C)C)cc1 (configuration not stated)
 : -2, 4, -0.6, -2, 5, 6, 17, -3, 98, 0.0
O=C(Nc1nnc(-c2ccco2)o1)c1cccc(Cl)c1
 : 14, -2, 0.0, 2, 4, 1, 1, -15, 103, -0.9
Cc1ccn2cc(-c3ccc(Br)cc3)nc2c1
 : -18, 3, 0.9, 0, -10, 1, 1, -10, 96, 0.0
Cc1cccc(NC2(C(=O)O)CCCC2)c1
 : -2, -3, -0.2, 9, -5, -10, 4, -22, 107, 0.6
c1ccc2c(c1)CCCc1cc(NCCN3CCOCC3)nnc1-2
 : 0, 7, 0.1, 8, -11, -1, 3, -5, 94, 0.7
COc1ccc(S(=O)(=O)N(C)C)cc1NC(=O)CSc1nnc(-c2cccnc2)o1
 : 1, -3, -0.6, 5, 0, 4, 18, -4, 91, 0.8
O=C(COC(=O)CCCCCN=C1NS(=O)(=O)c2ccccc21)Nc1ccc(Cl)c(Cl)c1
 : 3, -7, -0.1, 18, 0, 1, 1, 0, 93, -1.8
COc1ccc(C(C)=NNS(=O)(=O)c2ccc(C)cc2)cc1OC
 : 0, -10, -0.2, 5, 12, 5, 1, 4, 104, 0.4
COc1ccc(NC(=O)Cc2nnc(SCC(=O)c3ccc(F)cc3)n2C)cc1
 : 0, 2, 0.0, 0, -7, 2, 8, -2, 96, -2.4
O=C(Nc1ccc(F)c(Cl)c1)c1cc(C2CCCN(S(=O)(=O)c3cccs3)C2)on1 (configuration not stated)
 : -5, nt, 0.4, 3, 5, 1, -3, -7, 99, -2.1
CN(C)c1oc(-c2ccc(OCc3ccc(Cl)cc3)cc2)nc1C#N
 : 0, -1, 0.0, 0, -11, 6, -2, -3, 100, -0.8
CC(C)(C)NC(=O)CN(C(=O)CCC(=O)Nc1nccs1)c1cccc(C(F)(F)F)c1
 : 1, -5, -0.1, 10, 16, 8, 8, 4, 108, 0.2
CCCCn1c(N)c(N(CC(C)C)C(=O)c2cccc(S(=O)(=O)N3CCCCC3)c2)c(=O)[nH]c1=O
 : 1, 3, -0.1, -1, 8, 2, -3, -6, 93, -1.8
c1csc(CNCc2ccncc2)c1
 : 4, 9, -0.2, -1, -5, -5, -1, 3, 100, -2.2
CC(=O)NC(Cc1cc(C)ccc1C)C(=O)N1CCN(C(=O)c2ccc(Br)cc2)CC1 (configuration not stated)
 : -3, 12, 0.2, 3, -1, 6, 4, -3, 102, -2.8
S=C(NC1CCCCC1)NN(c1ccccc1)c1ccccc1
 : -2, 5, 0.0, -3, 13, -6, -1, 3, 97, -0.2
COc1cc(CCC(=O)OCC(=O)N(CC(C)C)C2CCS(=O)(=O)C2)cc(OC)c1OC (configuration not stated)
 : 3, 5, -0.2, 12, nt, 11, -2, -7, 93, 0.6
Cc1ccc(C2=NCCn3c2c2ccccc2[n+]3[O-])cc1
 : 2, 5, -0.1, 11, nt, -11, 1, 2, 103, 0.5
CCNC(=O)NC(=O)C(C)OC(=O)c1oc2ccc(OC)cc2c1C (configuration not stated)
 : 1, 1, 0.1, 3, -3, 2, 3, 2, 98, -2.2
O=C(CSCC(=O)N1CCOCC1)Nc1nc(-c2ccc3c(c2)OCO3)cs1
 : -2, 0, 0.0, 9, nt, 13, 3, -2, 96, 1.4
C=CCNc1nc2ccccc2nc1NS(=O)(=O)c1ccc(OC)cc1
 : -2, 8, 0.0, 9, 2, 3, -16, -5, 99, 0.1
Cc1nnc(SCC(=O)Nc2cc(Cl)ccc2Cl)n1CC1CCCO1 (configuration not stated)
 : 1, 7, 0.0, 1, 5, -5, -7, -7, 99, 0.2
Cc1ccc2oc3nc(C)c(C(=O)Nc4cccc(C(F)(F)F)c4)cc3c(=O)c2c1
 : -1, 5, 0.4, 3, 5, -5, 1, -8, 94, 0.8
COC(=O)NCC(c1ccco1)N1CCN(c2ccccc2)CC1 (configuration not stated)
 : -1, -3, -0.2, 4, -6, -1, 3, 0, 102, 0.8
Cc1cccc(C)c1NC1=NC(=S)N(c2ccc(N(C)C)cc2)C1(C)C
 : -1, 5, -0.5, 4, -7, 1, 4, 6, 94, -1.6
CC(Oc1cc(C(F)(F)F)cc(C(F)(F)F)c1)C(=O)NC(N)=O (configuration not stated)
 : 0, 15, 0.0, 1, 28, -8, 2, 3, 78, -1.8
CC1(C)C2CCC1(CS(=O)(=O)N1CCC(C(N)=O)CC1)C(=O)C2 (configuration not stated)
 : 0, -9, 0.0, 10, 4, 1, 13, 0, 98, 1.9
O=C1CCC(CCC(=O)N2CCCC(C(=O)c3ccc4c5c(cccc35)CC4)C2)=NN1 (configuration not stated)
 : 3, 5, 0.5, 2, 2, 3, 0, 3, 102, 0.1
CC1CC2(CCCCC2)Nc2ccc3ccccc3c21 (configuration not stated)
 : 8, -3, 0.2, -2, -48, -7, -6, -5, 122, -0.6
COc1ccc(-n2c(Cc3cccn3C)nnc2SCC(=O)N2CCC(C)CC2)cc1
 : 2, -10, 0.2, 9, 8, 2, -1, 1, 98, 0.9
CN(c1ccc(C(=O)N2CCN(Cc3ccc4c(c3)OCO4)CC2)cc1)S(=O)(=O)c1ccccc1
 : -5, 1, -0.2, -2, -12, -2, -1, 4, 96, -1.4

Of the compounds above, these have two or more sulfur atoms.
Results follow in this order: N-glyco inh, TLR9-MyD88 inh, aDG glyco act, MC4R antag cAMP, Vif inh, ABHD5 PLIN5 PPI, Exocytosis inh, NOD2 RIPK2 PPI, ABCB6 inh MLPCN, MC4R ag barr
CCOC(=O)c1c(C)[nH]c(C)c1S(=O)(=O)NCCc1cccs1
 : 2, -5, -0.4, 6, -7, 4, 46, -8, 101, -2.7
COc1ccc(CCNC(=O)CSc2nn3c(=O)c(C)nnc3s2)cc1OC
 : 2, -1, -0.2, -2, 2, 0, -17, -11, 94, 1.6
COc1ccc(S(=O)(=O)N(C)C)cc1NC(=O)CSc1nnc(-c2cccnc2)o1
 : 1, -3, -0.6, 5, 0, 4, 18, -4, 91, 0.8
O=C(Nc1ccc(F)c(Cl)c1)c1cc(C2CCCN(S(=O)(=O)c3cccs3)C2)on1 (configuration not stated)
 : -5, nt, 0.4, 3, 5, 1, -3, -7, 99, -2.1
O=C(CSCC(=O)N1CCOCC1)Nc1nc(-c2ccc3c(c2)OCO3)cs1
 : -2, 0, 0.0, 9, nt, 13, 3, -2, 96, 1.4

Following part:
Results follow in this order: N-glyco inh, TLR9-MyD88 inh, aDG glyco act, MC4R antag cAMP, Vif inh, ABHD5 PLIN5 PPI, Exocytosis inh, NOD2 RIPK2 PPI, ABCB6 inh MLPCN, MC4R ag barr
CCOC(=O)C1CCCN(c2c(NCCc3ccc(Cl)cc3)c(=O)c2=O)C1 (configuration not stated)
 : 1, -8, -0.1, 16, -3, 4, -5, 0, 97, -1.2
O=C(NCCc1c[nH]c2ccccc12)c1ccco1
 : 3, -2, 0.2, 8, -5, 1, -1, -9, 98, -1.5
Cc1ccc2c(c1)CCCN2C(=O)c1cccs1
 : 2, 17, 0.0, 1, 10, 7, -3, -2, 104, -0.3
CN(C)c1ccc(S(=O)(=O)N2CCCCC2)cc1NC(=O)CCNC(=O)c1ccccc1Cl
 : -4, -7, 0.3, 0, -4, -6, -2, -2, 94, -1.8
CCCCCCN1C[C@H](O)[C@@H](n2cc(C3CC3)nn2)C[C@@H]1c1ccccc1
 : 1, -12, 0.5, -1, 1, 2, -3, -2, 97, 1.2
CCCc1cc(C(N)=O)c(NC(=O)C2CCCO2)s1 (configuration not stated)
 : 0, 1, 0.2, 5, 0, -20, -6, 3, 102, -1.6
COc1ccc(CC(=O)Nc2ccc(-c3ccc4nnc(C)n4n3)cc2)cc1OC
 : 30*, -7, 0.0, 7, 13, -5, -4, -11, 95, -2.4
CC(C)(C)c1ccc(C(=O)Nc2nnc(C3=COCCO3)o2)cc1
 : 6, 6, 0.2, -8, 19, -4, -9, -4, 107, -5.2
O=C(O)Cn1nnc(COc2ccccc2)n1
 : 1, -3, 0.1, 12, 3, 0, 8, -3, 99, 1.6
Cc1ccc(CC(C)(O)CC(C)(O)Cc2ccc(C)cc2)cc1 (configuration not stated)
 : -4, 3, 0.1, 3, -2, -8, -2, 1, 95, 1.2
